Assay outcomes: PubChem BioAssay, The Scripps Research Institute Molecular Screening Center
CHRM4 antagonist: human M4 muscarinic receptor antagonists, primary screen, CHO cells, Fluo-8 calcium fluorescence | Muscarinic acetylcholine receptor M4 (Homo sapiens), P08173 | CHO-hM4 cells, ACh EC80 | hit rate 0.73% among 360,000 | inhibition, % at 3 µM;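 active = inhibition above its plate's cutoff, the mean inhibition of sample wells plus 3 SD, cut at about 27% in these data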;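 note: 0% = acetylcholine EC80 with DMSO and 100% = DMSO without agonist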
Target sequence (P08173 whole entry, looked up): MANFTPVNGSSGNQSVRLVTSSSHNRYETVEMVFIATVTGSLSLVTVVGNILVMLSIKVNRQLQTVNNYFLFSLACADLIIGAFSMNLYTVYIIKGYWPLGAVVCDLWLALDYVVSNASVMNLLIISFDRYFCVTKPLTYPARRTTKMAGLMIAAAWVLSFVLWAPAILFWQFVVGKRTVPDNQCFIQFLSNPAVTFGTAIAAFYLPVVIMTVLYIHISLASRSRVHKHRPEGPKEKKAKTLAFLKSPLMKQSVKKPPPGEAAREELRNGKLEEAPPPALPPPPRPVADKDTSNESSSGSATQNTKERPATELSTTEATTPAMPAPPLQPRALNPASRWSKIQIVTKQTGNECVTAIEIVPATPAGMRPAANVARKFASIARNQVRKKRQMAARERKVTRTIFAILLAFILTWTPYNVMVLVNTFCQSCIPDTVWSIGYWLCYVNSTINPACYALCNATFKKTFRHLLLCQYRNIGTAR
M5 ag: human M5 muscarinic receptor agonists, primary screen, CHO-K1 cells, Fluo-8 calcium fluorescence; Muscarinic acetylcholine receptor M5 (Homo sapiens), P08912; CHO-K1 hM5 cells; 0% DMSO wells, 100% maximal acetylcholine response; activation, % at 3 µM; hit rate 0.19% among 360,000;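 active = activation above the run's mean over test compounds plus 3 SD, cut at about 23% in these data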;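 note: signal is peak over basal fluorescence ratio across the kinetic read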
Target sequence (P08912 whole entry, looked up): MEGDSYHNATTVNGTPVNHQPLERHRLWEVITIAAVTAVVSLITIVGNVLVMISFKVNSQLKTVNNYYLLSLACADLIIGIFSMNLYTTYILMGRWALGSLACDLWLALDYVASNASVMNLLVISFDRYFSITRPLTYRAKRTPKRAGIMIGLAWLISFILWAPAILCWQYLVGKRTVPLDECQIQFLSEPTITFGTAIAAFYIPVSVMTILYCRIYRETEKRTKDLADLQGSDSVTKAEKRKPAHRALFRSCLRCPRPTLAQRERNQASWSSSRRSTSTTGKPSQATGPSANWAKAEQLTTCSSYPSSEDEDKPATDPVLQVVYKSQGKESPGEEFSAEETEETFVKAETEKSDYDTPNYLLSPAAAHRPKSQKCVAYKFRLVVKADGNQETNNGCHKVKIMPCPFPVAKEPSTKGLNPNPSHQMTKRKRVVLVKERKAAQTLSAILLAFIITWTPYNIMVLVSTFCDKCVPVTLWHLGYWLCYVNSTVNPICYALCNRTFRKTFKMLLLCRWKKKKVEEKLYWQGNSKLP
CHO-K1 Ca PAM: nonselective calcium activators in parental CHO-K1 cells, primary screen, counter-screen for M1 PAM project, cell-based, Fluo-8 calcium fluorescence, full deck, 1536-well. ATP EC20; 0% at ATP EC20, 100% at ATP max. activation, % at 3 µM. hit rate 0.02% among 360,000. AID 602247, 2012;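 active = activation above the run cutoff, the mean activation of all test compounds plus 3 SD, cut at about 40% in these data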;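 note: peak over basal fluorescence ratio in a 140 s read after ATP addition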
M5 antag: human M5 muscarinic receptor antagonists, primary screen, CHO cells, Fluo-8 calcium fluorescence. Muscarinic acetylcholine receptor M5 (Homo sapiens), P08912. CHO-hM5 cells, ACh EC80. inhibition, % at 3 µM. hit rate 0.59% among 360,000. AID 624040, 2012;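 active = inhibition above a per-plate cutoff, the mean of that plate's test compounds plus 3 SD, cut at about 27% in these data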;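 note: 0% = acetylcholine EC80 with DMSO and 100% = DMSO without agonist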
M4 PAM: human M4 muscarinic receptor positive allosteric modulators, primary screen, CHO-K1 cells, Fluo-8 calcium fluorescence; Muscarinic acetylcholine receptor M4 (Homo sapiens), P08173; CHO-K1 hM4/Gqi5, ACh EC20; 0% = ACh EC20, 100% = maximal ACh; activation, % at 3 µM; hit rate 0.4% among 360,000; AID 624126, 2012;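 active = activation above its plate's cutoff, the mean activation of sample wells plus 3 SD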; note: some results filed as inactive read as strong as hits
CHO-K1 Ca antag: nonselective inhibitor or artifact in parental CHO-K1 cells. ATP-induced calcium, Fluo-8 fluorescence. inhibition, % at 3 µM. hit rate 0.6% among 360,000. AID 602250;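 active = inhibition above a per-plate cutoff, the plate's mean sample inhibition plus 3 SD, cut at about 24% in these data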;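 note: 0% = DMSO plus EC80 ATP and 100% = DMSO alone without ATP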
M1 ag parental: counter-screen for M1 agonists: effect in parental CHO-K1 cells | hit rate 0.48% among 360,000 | Fluo-8 calcium fluorescence; scaled to maximal ATP response, vehicle zero | activation, % at 3 µM; in the data active = activation above about 15%;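 note: untransfected CHO-K1 host cells lacking M1 receptor as counterscreen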
M5 PAM: human M5 muscarinic receptor positive allosteric modulators, primary screen, CHO-K1 cells, Fluo-8 calcium fluorescence; Muscarinic acetylcholine receptor M5 (Homo sapiens), P08912; CHO-K1 hM5, ACh EC20 PAM; 0% = ACh EC20, 100% = ACh EC100; activation, % at 3 µM; hit rate 0.3% among 360,000; AID 624038, 2012;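 active = activation above the run cutoff, the mean activation of all test compounds plus 3 SD, cut at about 18% in these data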
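Assay system – human M5 receptor in CHO-K1 cells · Read-out – % activation, ACh-normalized · Technique – Fluo-8 calcium fluorescence · Dosing – single-point, 3 µM nominal · Incubation – Fluo-8 loading 80 min at 37 °C plus 30 min room temperature · Repeats – singlicate, one well per test compound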
CHRM4 agonist: human M4 muscarinic receptor agonists, primary screen, CHO-K1 cells, Fluo-8 calcium fluorescence | CHO-K1 hM4/Gqi5; vehicle 0%, full acetylcholine response 100% | hit rate 0.14% among 360,000 | activation, % at 3 µM | Muscarinic acetylcholine receptor M4 (Homo sapiens), P08173;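 active = activation above the run mean over all test wells plus 3 SD, cut at about 32% in these data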;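 note: peak over basal fluorescence ratio per well then scaled between controls; 0% = DMSO wells and 100% = acetylcholine at EC100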
Starred values were filed as active, the others as inactive; . = no result given. Compounds were not picked by outcome; 2.7% or so of the library scored in one or more.

SMILES | CHRM4 antagonist | M5 ag | CHO-K1 Ca PAM | M5 antag | M4 PAM | CHO-K1 Ca antag | M1 ag parental | M5 PAM | CHRM4 agonist
CSc1c(-c2ccccn2)c(N)nn1C(=O)C1CCC1 | 4 | 0 | -15 | 1 | -9 | 4 | 0.1 | 2 | 1
O=C(CCSCc1cccc(F)c1)NCCc1ccccc1 | 5 | 0 | 3 | 4 | -1 | -4 | 0.5 | 3 | 1
O=c1ccc(-c2ccc([N+](=O)[O-])cc2)nn1-c1ccccc1 | 0 | -2 | 0 | 0 | 1 | 2 | 0.0 | 0 | 0
COCCCNC(=O)Cn1ccc(N)nc1=O | -12 | -1 | 15 | 12 | 1 | -12 | 0.7 | -1 | 0
COc1ccc(N2CCN(S(=O)(=O)c3cccc4nsnc34)CC2)cc1 | 2 | 1 | 0 | 5 | -1 | -10 | 0.7 | -6 | 1
COc1ccc(S(=O)(=O)N2CCC(C(=O)NCCN3CCOCC3)CC2)cc1 | -11 | -3 | 11 | -1 | 5 | -16 | 0.9 | 1 | 0
COC(=O)CSC1=NS(=O)(=O)c2ccccc21 | 8 | -4 | 16 | 7 | 6 | -14 | 1.7 | 4 | 1
COc1ccc(OC)c2sc(N3CCCCC3)nc12 | 8 | -6 | 20 | 9 | -13 | -10 | 0.0 | -9 | -1
CCc1nnc(NC(=O)CSc2nnc(-c3ccco3)n2CC)s1 | 3 | 0 | 12 | 0 | 3 | -1 | 0.3 | -3 | 0
O=S(=O)(c1ccc(Cl)cc1)N1CCC2(CC1)OCCN2S(=O)(=O)c1cccs1 | -2 | 3 | 4 | 12 | -4 | 6 | 9.3 | -10 | 4
O=C(N/N=C/c1c(-c2ccccc2)[nH]c2ccccc12)c1cccnc1 | -18 | 2 | -15 | 8 | 1 | 10 | 1.3 | -9 | 9
O=C(COC(=O)[C@@H]1CCCN1C(=O)c1cccs1)Nc1ccc(Br)cc1 | -1 | -1 | 4 | 9 | -2 | -10 | 1.0 | -10 | 9
C[C@@H](C(=O)N1CCNCC1)n1cc(CCCN=C(N)N)nn1 | -21 | 1 | 1 | 0 | 12 | -5 | -0.6 | 2 | -1
COc1cc(CNCc2ccc(C)cc2)cc(OC)c1OC | -14 | 4 | 15 | -14 | 1 | -7 | 1.8 | 9 | 2
O=C(Nc1ccccc1)C1=C[C@H](C2CC2)C[C@H](OCCCCO)O1 | 0 | 0 | 14 | 8 | 10 | 9 | -0.4 | 1 | 1
Cc1c(C(=O)Nc2ccccc2N2CCN(C)CC2)oc2ccc(F)cc12 | -10 | -2 | -1 | 5 | 9 | 6 | 0.0 | -1 | 5
Cc1ccc(/C=N\NC(=O)C2CC(=O)N(c3ccccc3)C2)o1 (stereo unspecified) | 2 | 0 | 10 | 5 | 0 | -4 | 0.3 | -5 | 0
CCCCCNC(=O)C(c1ccc(-c2ccccc2)cc1)n1c(=O)c(-c2cc3ccccc3[nH]2)nc2ccccc21 (stereo unspecified) | -18 | 1 | . | -2 | 8 | . | . | -2 | 2
COc1cc(CC(=O)OCC(=O)N2CC(C)CC(C)C2)cc(OC)c1OC (stereo unspecified) | -5 | 0 | 1 | 3 | 2 | 2 | 1.0 | -6 | 2
O=C(Cn1nc(C(F)(F)F)cc1C1CC1)NCc1ccccc1F | 0 | -2 | 15 | 1 | -3 | -5 | 0.1 | -1 | 0
CC1(C)CC(=O)C=C(c2cc3ccccc3s2)C1 | -15 | 2 | 16 | 0 | 11 | -6 | -0.9 | 6 | 0
COc1ccc(OC)c(CNC(=O)CCc2nc(-c3cccs3)no2)c1 | 6 | 5 | -4 | 2 | -1 | 3 | -0.1 | 0 | 1
Cn1cccc1C(C#N)c1cccc(F)c1C#N (stereo unspecified) | 1 | -3 | 28 | 3 | 3 | 5 | 3.1 | 4 | 1
COc1ccc(N=C2NC(=O)/C(=C/c3ccc(O)c(OC)c3)S2)cc1 | 0 | 1 | 14 | 2 | -6 | 2 | 4.2 | -6 | 6
CCOC(=O)c1nnc(-c2ccc(C)cc2)nc1Sc1ccccc1Cl | -3 | -1 | -1 | 12 | 4 | -15 | 0.1 | 0 | 0
COc1ccc(S(=O)(=O)N(C)CC(=O)Nc2ccccc2C(F)(F)F)cc1OC | 5 | 1 | 8 | -3 | 15 | -6 | 1.2 | 8 | 0
CC(C)Cn1c(SCC(=O)c2c(N)n(C)c(=O)n(C)c2=O)nc2ccccc21 | -4 | -1 | 16 | 3 | 1 | -6 | 0.5 | 1 | 1
CCOC(=O)c1ccc(NC(=O)CSc2nc3c(c(=O)n2C)SC(C)C3)cc1 (stereo unspecified) | -12 | 3 | -6 | -2 | 6 | -12 | 1.9 | -4 | 3
CC(=O)c1ccc(OCCN2CCOCC2)cc1 | -4 | 2 | 21 | -5 | 8 | -2 | 1.3 | 3 | 1
O=C(OCc1cn([C@H]2C[C@H](c3ccccc3)N(Cc3cccs3)C[C@@H]2O)nn1)c1ccccc1 | 3 | 0 | 4 | 2 | -3 | -2 | 0.3 | 3 | 0
CCOC(=O)N1CCC(NC(=O)COc2cc(=O)n(C)c3ccccc23)CC1 | -13 | 2 | -7 | 4 | 1 | 17 | -0.1 | -4 | 1
N#C/C(=C(/O)COc1ccc(Cl)cc1)c1nc2ccccc2s1 | 1 | -1 | 2 | 3 | 2 | -1 | 1.9 | 2 | 5
CCOC(=O)c1c(C2CC2)csc1NC(=O)COC(=O)c1ccc[n+]([O-])c1 | -4 | 2 | -3 | 1 | 1 | 7 | 2.0 | -6 | 1
CCCn1c(=O)c(Br)cn(-c2ccccc2C)c1=O | 1 | -4 | 0 | -2 | 8 | 0 | 0.0 | 10 | 1
Cc1ccc2c(CC(=O)NCc3cccs3)coc2c1 | 1 | -4 | 28 | -2 | 2 | -12 | 1.0 | 2 | -1
CCOCCc1nn2c(=O)cc(CSCC(=O)Nc3ccc(OC)cc3)nc2s1 | 3 | -3 | 3 | 9 | 0 | -2 | 0.1 | 0 | 1
Cc1nc2ccc(NC(=S)N3CCCC3)cc2nc1C | 3 | -3 | 5 | 9 | -13 | -8 | 0.1 | 6 | 0
CN1CCN(C(=O)c2cc(Cl)cc(Cl)c2NC(=O)c2ccco2)CC1 | -8 | 0 | 19 | -2 | 2 | -10 | 0.3 | 0 | 2
O=C(Cn1cnc([N+](=O)[O-])c1)NCc1ccc(F)cc1 | -6 | 0 | 24 | -3 | 1 | -12 | 0.6 | 0 | 0
O=C(Cn1c(-c2cncs2)nc2ccccc21)NCCc1ccccc1 | -7 | 0 | 12 | -1 | -5 | -1 | 0.8 | -7 | 2
O=C(Nc1ccccc1)N(C1=NCCC1)c1ccccc1 | -1 | -2 | 17 | 20 | -6 | -8 | 0.6 | -4 | 0
COc1ccc2cc3c(nc2c1)OCC3 | -2 | 0 | -17 | 11 | 4 | 7 | 1.8 | 0 | 0
O=C1CC(c2cccnc2)c2cc3c(cc2N1)OCCO3 (stereo unspecified) | 13 | 1 | -6 | 7 | -4 | 11 | 0.1 | -8 | -1
COc1cccc(NC(=O)C(=O)c2cn(CC(=O)N3CCCC3)c3ccccc23)c1 | 1 | -1 | -12 | 8 | -1 | -3 | 5.3 | -5 | 11
CC(C)C(NC(=O)C1CCCCC1)C(=O)Nc1ccc2c(c1)OCCO2 (stereo unspecified) | 2 | -1 | 0 | 8 | -1 | 4 | 0.5 | -3 | 0
COc1ccc(CN2CC[C@H]3C=CC[C@@H](C(=O)Nc4ccc(Cl)c(C(F)(F)F)c4)[C@H]3C2=O)cc1OC | -13 | -6 | 18 | 1 | -5 | -28 | -0.3 | -6 | 4
C=CCn1c(COc2ccccc2)nnc1SCC(=O)Nc1ccc(S(N)(=O)=O)cc1 | 8 | 0 | -7 | -6 | 16 | 10 | -0.3 | 1 | 0
CC(=O)c1cccc(NC(=S)NCc2ccccc2)c1 | 6 | 1 | 4 | -5 | -1 | -2 | 4.8 | 1 | 3
Cc1noc(C)c1S(=O)(=O)N(C)C[C@H]1OCc2cn(nn2)CCCC(=O)N([C@@H](C)CO)C[C@@H]1C | 3 | 0 | 13 | -7 | 5 | -4 | 0.1 | 3 | 0
Fc1ccc(Cn2c(SCc3ccc(F)c(C(F)(F)F)c3)nnc2C(F)(F)F)cc1 | -17 | -6 | 31 | -5 | -5 | -15 | 2.3 | -7 | 1
CCOC(=O)C1CN(S(=O)(=O)c2ccc(C)cc2)c2cc(S(=O)(=O)CC)ccc2O1 (stereo unspecified) | 12 | -2 | -1 | 5 | -7 | 2 | 0.0 | -4 | 0
CCOC(=O)CN1C(=O)CN(c2ccc(C)c(C)c2)C1=O | -5 | 0 | 12 | -3 | 3 | 3 | 0.7 | -4 | 2
CC(=O)c1ccc2c(c1)N(Cc1ccc3ccccc3c1)C(=O)C(C)S2 (stereo unspecified) | -2 | -2 | -4 | 12 | -3 | 5 | -0.3 | -7 | 1
COc1cccc(-c2nc(CS(=O)(=O)CC(=O)NC3CCCC3)c(C)o2)c1 | -7 | -2 | 17 | 9 | -1 | -17 | 2.4 | -2 | 3
CC(C)(C)OC(=O)N1CCN(c2ccc([N+](=O)[O-])cc2)CC1 | 1 | 0 | 11 | 8 | -3 | -4 | 0.9 | -3 | 1
COCCN(C(=O)CCCc1nc2ccccc2s1)c1c(N)n(CC(C)C)c(=O)[nH]c1=O | 0 | 0 | -7 | 19 | -4 | -16 | 0.2 | -8 | 0
O=C(C1=C[C@@H](c2coc3ccccc3c2=O)C[C@@H](OCc2ccc(CO)cc2)O1)N1CCN(Cc2ccc3c(c2)OCO3)CC1 | -12 | 0 | 5 | 21 | -8 | 2 | 3.5 | -17 | 10
CC(C)NS(=O)(=O)c1ccc(CCC(=O)Nc2ccc3c(c2)OCO3)cc1 | -2 | 0 | 8 | 2 | 1 | -16 | 1.1 | -6 | 0
O=C(c1cnn2ccccc12)N1CCc2ccccc21 | -7 | -1 | 3 | -6 | -1 | -6 | 0.8 | -10 | 3
Cc1cc(C)n2c(SCC(=O)NCc3ccc4c(c3)OCO4)nnc2n1 | 2 | -3 | 9 | 7 | -8 | -8 | 0.4 | -2 | 0
Cc1ccc2c(c1)c1nnc(SCC(=O)N3CCCc4ccccc43)nc1n2CC(=O)O | -4 | 0 | 6 | 1 | -3 | 3 | 0.3 | -1 | 2

Retrieved one by one from the entries so far:
SMILES | CHRM4 antagonist | M5 ag | CHO-K1 Ca PAM | M5 antag | M4 PAM | CHO-K1 Ca antag | M1 ag parental | M5 PAM | CHRM4 agonist
CC(=O)c1cccc(NC(=S)NCc2ccccc2)c1 | 6 | 1 | 4 | -5 | -1 | -2 | 4.8 | 1 | 3
CCOC(=O)C1CN(S(=O)(=O)c2ccc(C)cc2)c2cc(S(=O)(=O)CC)ccc2O1 (stereo unspecified) | 12 | -2 | -1 | 5 | -7 | 2 | 0.0 | -4 | 0
